High-throughput results from PubChem.
ABCB6 inh 2 – ABCB6 transporter inhibitors, primary screen, K562-ABCB6 cells, flow cytometry, MLPCN library | ATP-binding cassette sub-family B member 6 (Homo sapiens), Q9NP58 | K562-ABCB6 porphyrin accumulation, 1 h; active compounds read low | fluorescence ratio to DMSO, % at 10 µM | AID 602162, 2011 | 360,000 tested, 0.19% active;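 active = fluorescence ratio to DMSO below 75%, the collection mean minus 3 SD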;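 note: signal is porphyrin accumulated inside mitochondria; 100% equals median channel fluorescence of DMSO control wells; lower ratio means ABCB6 inhibition with less porphyrin fluorescence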
TLR9-MyD88 inh – inhibitors of TLR9-MyD88 association in cells, primary screen, cell-based, CHO, BLA complementation, fluorescence | CCF4 FRET ratio | inhibition, % at 4.98 µM | Toll-like receptor 9 (Homo sapiens) + Myeloid differentiation primary response protein … | 340,000 tested, 0.21% active;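 active = inhibition above the mean over all tested compounds plus 3 SD, cut at about 21% in these data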;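 note: 0% = DMSO only wells and 100% = clavulanate BLA inhibitor control wells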
NOD2 RIPK2 PPI – NOD2-RIPK2 binding disruptors in cells, primary screen, fluorescence, CHO cells, BLA complementation. Receptor-interacting serine/threonine-protein kinase 2 (Homo sapiens), O43353. CCF4 ratio. inhibition, % at 4.98 µM. 360,000 tested, 0.38% active. AID 624267, 2012; in the data active = inhibition above about 21%;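 note: 0% = vehicle only and 100% = reference blocker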
Target sequence (O43353 whole entry, looked up): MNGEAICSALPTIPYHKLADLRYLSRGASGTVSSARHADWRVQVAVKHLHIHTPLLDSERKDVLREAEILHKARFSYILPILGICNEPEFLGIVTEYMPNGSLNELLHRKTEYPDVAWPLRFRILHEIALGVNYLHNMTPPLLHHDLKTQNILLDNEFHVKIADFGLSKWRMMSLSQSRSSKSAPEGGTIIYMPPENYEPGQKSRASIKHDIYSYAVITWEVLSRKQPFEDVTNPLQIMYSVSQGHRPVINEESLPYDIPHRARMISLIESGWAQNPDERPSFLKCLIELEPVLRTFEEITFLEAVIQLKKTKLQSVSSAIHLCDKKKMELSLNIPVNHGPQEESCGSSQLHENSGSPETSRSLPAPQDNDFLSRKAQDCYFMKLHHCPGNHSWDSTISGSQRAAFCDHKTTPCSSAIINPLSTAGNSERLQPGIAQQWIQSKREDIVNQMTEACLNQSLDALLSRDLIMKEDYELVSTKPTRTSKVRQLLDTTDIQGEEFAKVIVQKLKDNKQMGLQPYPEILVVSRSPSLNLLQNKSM
Cardio protect – cardioprotection against H2O2-induced cell death, primary screen, uHTS, H9c2 cells, ATPLite luminescence; protection from H2O2 cell death, % at 20 µM; 360,000 tested, 0.63% active; AID 588492, 2011; H9c2 cardiomyocytes, H2O2 injury protection, 2 h;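 active = compounds giving at least 50% protection of heart cells from peroxide-induced death in the single-dose screen, raw or plate-pattern-corrected value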;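 note: 0% = DMSO wells with peroxide and 100% = DMSO wells without peroxide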
MC4R antagonist – MC4R antagonists of cAMP signaling, primary screen, cell-based, TR-FRET, antagonist arm of biased-ligand search; Melanocortin receptor 4 (Homo sapiens), P32245; inhibition, % at 6.5 µM; 360,000 tested, 0.48% active; MC4R-expressing cells, MTII-stimulated cAMP, LANCE TR-FRET;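 active = inhibition above its plate's cutoff, the mean of tested wells on that plate plus 3 SD, cut at about 29% in these data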;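 note: 0% = Melanotan II alone and 100% = Melanotan II plus saturating MCL0020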
Target sequence (P32245 whole entry, looked up): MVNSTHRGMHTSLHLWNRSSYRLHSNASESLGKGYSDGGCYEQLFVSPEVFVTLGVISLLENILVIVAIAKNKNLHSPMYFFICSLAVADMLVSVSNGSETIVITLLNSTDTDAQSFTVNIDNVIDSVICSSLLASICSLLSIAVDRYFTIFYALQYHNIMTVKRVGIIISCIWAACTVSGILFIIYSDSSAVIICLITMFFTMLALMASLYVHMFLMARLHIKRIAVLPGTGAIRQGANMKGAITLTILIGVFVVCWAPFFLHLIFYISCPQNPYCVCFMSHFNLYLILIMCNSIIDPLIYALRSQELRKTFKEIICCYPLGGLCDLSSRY
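system = U2OS cells with stable human MC4R expression | also added = Melanotan II challenge after compound preincubation | dosing = one concentration, 6.5 µM nominal | incubation = compound 30 min, challenge 1 h, detection 1 h | measured by = TR-FRET with Eu-cAMP and labeled anti-cAMP, 671 nm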
ABHD5 PLIN5 PPI – ABHD5-PLIN5 interaction inhibitors, primary screen, cell lysate, split luciferase complementation, luminescence | inhibition, % at 4 µM | Split G. princeps luciferase complementation, 4 h | Perilipin-5 (Homo sapiens) + 1-acylglycerol-3-phosphate O-acyltransferase ABHD5 (Homo … | 360,000 tested, 0.78% active;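 active = inhibition above the mean inhibition across every tested compound plus 3 SD, cut at about 22% in these data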;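 note: 0% = DMSO only wells and the 100% control is not disclosed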
MC4R barr agon – MC4R agonists recruiting beta-arrestin, primary screen, cell-based, luminescence, agonist arm of biased-ligand search. Melanocortin receptor 4 (Homo sapiens), P32245. U2OS MC4R beta-arrestin complementation; percent of melanotan II response, DMSO zero. activation, % at 8.9 µM. 360,000 tested, 0.98% active;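 active = activation above a per-plate cutoff, the mean activation of sample wells on that plate plus 3 SD, cut at about 8% in these data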
Glyco luc inh – increase of ERlucT glycosylation luciferase signal, primary screen, N-linked glycosylation inhibitor project, D54 ERlucT cells, luminescence, set 2; D54 ERlucT glycosylation luciferase reporter, 24 h; percent of 100 nM tunicamycin response; reporter increase, % at 12.5 µM; 360,000 tested, 0.23% active; AID 588692, 2011;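 active = mean luciferase reporter signal, scaled so untreated is 0 and the glycosylation-blocking control 100, at or above a set limit in every replicate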;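 note: luciferase carries N-glycosylation sites so blocking glycosylation raises the light; 0% = median of neutral control wells and 100% = median of 100 nM tunicamycin wells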
NCOA2 inhibitor – inhibition of GAL4-SRC2 driven luciferase reporter, primary screen, SRC2 inhibitor project, cell-based, luminescence. HEK293 GAL4-SRC2 luciferase reporter. inhibition, % at 9 µM. 370,000 tested, 0.17% active. Nuclear receptor coactivator 2 (Homo sapiens), Q15596;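 active = inhibition above the mean inhibition of all tested compounds plus 3 SD, set per campaign, cut at about 52% in these data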;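 note: 0% = DMSO treated cells and 100% = cells given Gossypol at 36 µM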
HTR2A ag – mouse Htr2a agonists via beta-arrestin recruitment, primary screen, cell-based, luminescence. activation, % at 7.6 µM. 360,000 tested, 0.66% active. CHO-K1 mHTR2A beta-arrestin complementation; percent of 30 µM serotonin response. AID 624169, 2012;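 active = activation above a run cutoff, the mean activation of all tested compounds plus 3 SD, cut at about 14% in these data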;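 note: 0% = plate median of compound wells and 100% = 30 µM serotonin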
Active calls of the source: *; . = not tested or not shown.

SMILES | ABCB6 inh 2 | TLR9-MyD88 inh | NOD2 RIPK2 PPI | Cardio protect | MC4R antagonist | ABHD5 PLIN5 PPI | MC4R barr agon | Glyco luc inh | NCOA2 inhibitor | HTR2A ag
NC(N)=NC(=S)Nc1ccc(Cl)cc1 | 96 | -9 | 1 | -10 | 11 | -28 | -0.2 | 0 | -36 | -10
COc1ccc(C)cc1NC(=O)CN1CCN(c2ccccn2)CC1 | 102 | -2 | 1 | 2 | 14 | 1 | -3.2 | 1 | -14 | -8
O=C(N/N=C/c1ccccn1)c1cc(-c2ccncc2)nc2ccccc12 | 96 | 8 | -7 | 77* | -12 | 2 | -2.7 | 41* | 8 | -2
COc1ccc2c(c1)CCCC21NC(=O)N(CC(N)=O)C1=O (configuration not stated) | 100 | 7 | -6 | 2 | 13 | 2 | -0.6 | 1 | -2 | -2
CCn1c(C)nc2cc(C(=O)N/N=C/c3ccc(OC)cc3)ccc21 | 104 | . | -14 | 2 | -10 | 6 | 3.7 | -1 | -11 | 4
O=C(Nc1ccnn1C1CCN(C(=O)c2cccc(Cl)c2)CC1)C1CCOC1 (configuration not stated) | 100 | 3 | -8 | 7 | 4 | 0 | -3.8 | 3 | 16 | 1
CN(C)S(=O)(=O)c1cccc(NC(=O)c2ccncc2)c1 | 100 | 2 | -2 | 2 | 5 | 0 | -2.2 | 0 | 1 | -3
CC1CC(=O)N(CC(=O)Nc2ccccc2F)c2ccccc2S1(=O)=O (configuration not stated) | 100 | 3 | 7 | 9 | 0 | 5 | -2.8 | -1 | 10 | 7
CCN(C[C@H]1N[C@@](Cc2ccccc2)(C(=O)OC)[C@H]2C(=O)N(Cc3ccccc3)C(=O)[C@@H]12)S(=O)(=O)c1ccc(OC(F)(F)F)cc1 | 91 | -10 | -4 | 8 | -2 | -2 | -0.7 | -7 | -5 | 1
CCOc1ccc(-c2nnn(CC(=O)NCc3ccco3)n2)cc1OCC | 99 | 2 | -3 | 10 | -1 | 0 | -0.6 | 1 | -1 | 0
CN(C)C(CNC(=O)c1cccnc1Sc1ccccc1)c1ccco1 (configuration not stated) | 104 | 0 | 0 | -2 | -6 | -2 | -1.0 | 2 | -1 | -3
COc1cc(OC)c(NS(=O)(=O)c2cc(C(=O)OCC(=O)NCC3CCCO3)ccc2OC)cc1Cl (configuration not stated) | 92 | -1 | 14 | 6 | -2 | 0 | -3.5 | 0 | 8 | -6
Cc1cc(C)c2cc(CN(CC3CCCO3)S(=O)(=O)c3ccc4c(c3)OCCO4)c(=O)[nH]c2c1 (configuration not stated) | 98 | -2 | -6 | 30 | 9 | -4 | 3.7 | -3 | -37 | 4
Cc1ccc(/C=N/N2CCN(Cc3cccc4ccccc34)CC2)o1 | 98 | -6 | 3 | 3 | 4 | 17 | -0.7 | -2 | 3 | -7
O=C1N=C(N2CCCCC2)SC1=C1CCCCC1 | 101 | -3 | -5 | -6 | -2 | 0 | -0.1 | -2 | -45 | 0
O=C(Nc1ccc(Cl)cn1)c1ccccc1SCc1ccccc1 | 100 | 6 | -5 | 4 | 4 | -6 | -1.1 | -5 | -1 | -6
CCOC(=O)N1CCN(C(=O)CN(C)S(=O)(=O)c2ccc3c(c2)c(=O)n(C)c(=O)n3C)CC1 | 93 | 8 | 6 | 6 | 14 | 2 | -3.1 | 1 | -1 | 4
C=CCCC(=O)N1CCCC(Cc2cccc(Cl)c2)(C(=O)OCC)C1 (configuration not stated) | 96 | -10 | -4 | -3 | -2 | -5 | 0.5 | -1 | 8 | 2
CCN1CCN(C(=O)C2CCN(S(=O)(=O)c3cccc4cccnc34)CC2)CC1 | 100 | 2 | -5 | 1 | 0 | -6 | -0.9 | 2 | -36 | 0
CCC(CC)c1nnc(NC(=O)c2cc([N+](=O)[O-])ccc2N2CCCCC2)s1 | 103 | -2 | 3 | 9 | 5 | 1 | -2.2 | -5 | -11 | 4
O=C(Cc1cccc2ccccc12)NNC(=O)c1cccs1 | 94 | 9 | -3 | -6 | -4 | 0 | 0.7 | 2 | 8 | 1
Cc1[nH]n(-c2ccc([N+](=O)[O-])cc2)c(=O)c1C=NCCN1CCN(C(=O)c2cccc(F)c2)CC1 | 98 | 6 | -13 | -18 | 8 | 5 | -1.6 | 2 | -3 | -1
C#CCOC(=O)c1ccccc1C(=O)n1nnc2ccccc21 | 103 | -1 | 5 | 16 | 20 | -7 | 1.3 | 1 | -14 | 1
CCOC(=O)N1CCN(C(=O)CCc2ccc(S(=O)(=O)NCC(C)C)cc2)CC1 | 101 | 1 | -4 | 3 | 1 | 0 | 0.0 | -2 | -5 | -3
COc1ccc(NC(=O)N2CCN(S(C)(=O)=O)CC2)cc1 | 99 | -2 | -4 | 4 | 11 | -2 | -0.9 | 1 | -11 | 3

Remaining list, next part
SMILES | ABCB6 inh 2 | TLR9-MyD88 inh | NOD2 RIPK2 PPI | Cardio protect | MC4R antagonist | ABHD5 PLIN5 PPI | MC4R barr agon | Glyco luc inh | NCOA2 inhibitor | HTR2A ag
Cc1[nH]n(-c2ccc(F)cc2)c(=O)c1C=Nc1ccc(S(=O)(=O)N(C)C)cc1 | 90 | 1 | 0 | 3 | 7 | -12 | -1.3 | 3 | 10 | 1
Cc1cc(C(=O)Nc2cc(Br)ccc2O)on1 | 95 | -6 | -12 | -4 | 8 | -6 | 0.5 | -3 | -21 | 5
NNC(=O)C(Cc1ccccc1)NC(=O)OCc1ccccc1 (configuration not stated) | 94 | 3 | -9 | 3 | 20 | -5 | 4.8 | 1 | -3 | -3
COc1ccc(CC(=O)N(C)CC(=O)Nc2cccc(F)c2)cc1S(=O)(=O)N1CCOCC1 | 101 | -2 | -9 | -1 | 12 | -9 | -2.4 | 1 | -15 | -4
Cc1[nH]c(=O)c(C#N)c2c1CCCC2 | 113 | -17 | -12 | 12 | 7 | 1 | -1.4 | 0 | -26 | 0
Cc1ccc(OCC(=O)NCCCNC(=O)c2cccnc2)cc1C | 97 | 3 | 10 | 1 | 4 | 0 | 0.3 | -1 | 17 | -9
CCCn1c(NC(=O)CSCC(=O)Nc2cc(C)on2)nc2ccccc21 | 98 | 8 | 9 | 4 | -2 | -3 | -3.0 | 3 | -10 | -13
COc1ccc(Cc2nnc(SCC(=O)N3CCc4ccccc4C3)o2)cc1 | 99 | 2 | 7 | 4 | -6 | 3 | 2.5 | -1 | 21 | 1
CC1CCc2cc(F)cc3c(=O)c(C(=O)O)cn1c23 (configuration not stated) | 98 | 6 | -13 | -12 | -3 | -2 | 0.7 | 0 | 3 | 2
COc1ccc2c(C)cc(N3CCOCC3)nc2c1 | 98 | 8 | -1 | 0 | -1 | 4 | -1.6 | 2 | -23 | 0
CC(C)CNC(=O)NC(=O)COC(=O)c1ccccc1Sc1ccc(C(F)(F)F)cc1[N+](=O)[O-] | 100 | -5 | -4 | -16 | 12 | 2 | -0.8 | -1 | -14 | 4
COc1ccc(NC2CCCN(C(=O)CCc3cn[nH]c3)C2)cc1 (configuration not stated) | 95 | 5 | -6 | 0 | 3 | 3 | -2.7 | 3 | 26 | 3
O=C(CN1CCOC1=O)N1CCCC(Nc2ccc(F)c(F)c2)C1 (configuration not stated) | 101 | 2 | 5 | 2 | 5 | -2 | -1.0 | 0 | -16 | -8
CCCn1c2c(c(O)c(C(=O)Nc3nccs3)c1=O)CCCC2 | 95 | -5 | -16 | -2 | 1 | 3 | -0.5 | 1 | 2 | 0
c1ccc2ncc(-n3cnnn3)cc2c1 | 99 | -1 | 10 | 0 | 15 | -8 | 0.7 | 1 | -26 | 6
O=C(NCCc1ccc(F)cc1)c1cc2ccccc2oc1=O | 100 | -2 | 0 | 2 | 11 | 1 | -1.1 | 2 | -33 | 2
Brc1c(C[n+]2ccccc2)nc2ccccn12 | 100 | . | -109 | 1 | 9 | -8 | -1.5 | -1 | -4 | 4
C=CCn1c(SCC(=O)NCCOC)nc2scc(-c3ccco3)c2c1=O | 94 | 3 | -4 | 2 | 4 | 32* | 0.6 | 0 | 10 | 0
CCOC(=O)c1cc(-c2ccc(OC)cc2)nc2c1c(C)nn2CCC#N | 101 | 0 | 8 | 43 | 15 | -1 | 0.6 | -2 | -16 | -1
COC(=O)c1ccc(NC(=O)c2ccc3nc(C)sc3c2)cc1 | 100 | -15 | -7 | 3 | 1 | 2 | 0.4 | -2 | -61 | 0
CCCc1cc(-c2nc(N)ncc2-c2ccc3c(c2)OCCCO3)c(O)cc1OC | 97 | -7 | -4 | -19 | 13 | -12 | 4.3 | -3 | -9 | 1
Cc1cc(C)n2nc(C(=O)Nc3cccnc3)nc2n1 | 210 | 0 | 1 | 1 | -3 | 2 | -0.1 | 2 | -22 | 2
Cc1cc(Nc2ccc(F)c(Cl)c2)n2nc(C)nc2n1 | 101 | 1 | -7 | 5 | 6 | -1 | -0.6 | 1 | -21 | 2
COc1ccc(-c2nnc(OCc3nc4ccccc4n3C)c3ccccc23)cc1 | 99 | -3 | 5 | 22 | -21 | 0 | -1.5 | -3 | -6 | 1
Cc1nc2cc(NC(=O)N3c4ccccc4CC3C)ccc2o1 (configuration not stated) | 100 | -4 | -19 | 2 | -3 | -16 | 0.4 | 2 | -36 | -1
COc1ccc(OCc2nnc(SCC(=O)N3CCCc4ccccc43)n2-c2ccc(C)cc2)cc1 | 101 | -1 | -6 | -3 | 6 | 5 | 0.5 | 0 | 0 | -8
COc1ccc(S(=O)(=O)NCc2cccnc2)c2ccccc12 | 95 | 0 | -7 | 1 | 9 | -21 | 0.6 | 1 | -6 | 2
CCCCCOC(=O)NC1CCS(=O)(=O)C1 (configuration not stated) | 98 | -2 | -6 | 2 | 7 | 2 | 0.8 | 4 | -9 | -1
CCOc1ccc(CN(C)CC(=O)Nc2ccc(N3CCOCC3)cc2)cc1OC | 100 | -5 | -11 | -6 | 9 | 1 | -0.8 | 2 | -15 | -1
CC(C)(C)C1CCC(OC(=O)CN2CCOCC2)CC1 (configuration not stated) | 109 | 9 | -8 | -4 | 5 | -3 | 4.8 | -1 | -35 | 1

An excerpt, so the mix of outcomes need not match the whole.
